Kir21 block = Kir2.1 (mouse) channel inhibition; HEK293-Kir2.1, FluxOR thallium flux fluorescence; stronger effect = lower value; B-score at 10 µM; 310,000 tested, 0.85% active;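 active means fluorescence ratio B-score at or below minus 3 SD of library scores, with starting-brightness B-score within 2 SD, cut at about -4.2 in these data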;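 further: channel flux triggered by added potassium and thallium sulfate stimulus; B-score of peak minus minimum fluorescence over baseline after thallium stimulus; more negative B-score means stronger Kir2.1 block with less thallium influx; some compounds called inactive have numbers as strong as hits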
Target sequence (P35561 whole entry, looked up): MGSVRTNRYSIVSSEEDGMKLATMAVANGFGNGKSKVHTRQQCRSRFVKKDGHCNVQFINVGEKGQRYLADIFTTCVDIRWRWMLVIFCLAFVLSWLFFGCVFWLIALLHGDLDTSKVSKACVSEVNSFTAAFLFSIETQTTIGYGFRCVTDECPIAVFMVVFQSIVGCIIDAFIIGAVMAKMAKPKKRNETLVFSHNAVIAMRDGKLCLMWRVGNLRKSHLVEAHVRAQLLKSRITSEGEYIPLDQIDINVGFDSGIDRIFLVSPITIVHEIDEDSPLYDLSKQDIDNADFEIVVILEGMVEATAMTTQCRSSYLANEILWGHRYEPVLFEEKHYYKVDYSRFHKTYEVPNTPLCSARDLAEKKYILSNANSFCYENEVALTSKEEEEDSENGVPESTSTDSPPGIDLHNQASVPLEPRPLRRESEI
STK33 inh = inhibitors of human STK33 kinase. purified STK33, MBP phosphorylation, ADP-Glo luminescence. 320,000 tested, 0.073% active. inhibition, % at 10 µM. AID 2661;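 active means inhibition at or above 25%, using the most active replicate where run in duplicate; inactive means inhibition below 25%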
Target sequence (Q9BYT3 whole entry, looked up): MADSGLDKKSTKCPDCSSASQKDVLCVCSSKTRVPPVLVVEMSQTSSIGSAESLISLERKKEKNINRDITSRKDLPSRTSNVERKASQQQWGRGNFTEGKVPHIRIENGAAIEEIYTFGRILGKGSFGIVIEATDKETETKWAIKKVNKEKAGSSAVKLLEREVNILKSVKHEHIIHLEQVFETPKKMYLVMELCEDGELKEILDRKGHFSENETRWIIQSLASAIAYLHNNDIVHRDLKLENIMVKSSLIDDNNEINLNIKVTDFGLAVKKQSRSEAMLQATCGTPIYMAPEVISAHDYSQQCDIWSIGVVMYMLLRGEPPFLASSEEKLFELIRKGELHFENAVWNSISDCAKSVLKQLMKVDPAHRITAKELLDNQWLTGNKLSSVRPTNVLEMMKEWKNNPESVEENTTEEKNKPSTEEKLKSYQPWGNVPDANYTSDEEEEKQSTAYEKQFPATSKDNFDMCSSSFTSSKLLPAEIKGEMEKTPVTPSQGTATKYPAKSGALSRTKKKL
KCNQ2 block = KCNQ2 channel blockers in CHO-K1 cells – cell-based, FluxOR thallium flux, B-score, primary screen (AID 2156); 310,000 tested, 1.1% active; O88943; B-score at 10 µM; 20 min; stronger effect = lower value;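 active means fluorescence ratio B-score at most minus 3 library SDs, with starting brightness B-score within 2 library SDs, cut at about -5.5 in these data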
* hit, by the source's call; i = inactive; . = not tested or not shown. Rows are unselected; 1.9% or so of the library scored in one or more.

SMILES | Kir21 block | STK33 inh | KCNQ2 block
O=C1CC(Cc2ccc(Cl)cc2)C(=O)N1c1ccccn1 (stereo not given) | -0.86 | 0.0 | i
CC(=O)N1CCN(C2=NC(=O)/C(=C/c3ccc(OS(=O)(=O)c4ccccc4)cc3)S2)CC1 | -0.27 | 1.5 | i
Cc1cccc(C(=O)Nc2cc(C)ccc2NC(=O)COc2ccccc2)c1 | -0.33 | -2.5 | i
Nc1nnc(-c2cccc([N+](=O)[O-])c2)s1 | -0.26 | -2.1 | i
O=C(CN(Cc1cccs1)C(=O)CNS(=O)(=O)c1ccc(Cl)cc1)NCC1CCCO1 (stereo not given) | -0.04 | 0.8 | i
COc1ccc(S(=O)(=O)N2CCC(C(=O)N[C@H](C(=O)NCc3ccncc3)C(C)C)CC2)cc1 | -0.28 | -2.2 | i
CCCn1cnnc1CNC(=O)C1CCC(=O)N(CCc2ccc(OC)cc2)C1 (stereo not given) | -0.09 | -0.4 | i
CC(=O)NCCc1nc2cc(NS(=O)(=O)c3ccccc3)ccc2n1C | -0.02 | -0.3 | i
O=C(Nc1ccccn1)C1CCN(C(=O)Nc2ccccc2)CC1 | 0.67 | 0.4 | i
Cc1cccn2c(=O)c3cc(C(=O)NCCc4ccccc4)c(=N)n(CCCn4ccnc4)c3nc12 | -0.55 | 1.2 | i
CCn1c2ccccc2c2cc(NC(=O)COC(=O)c3ccccc3Br)ccc21 | 1.3 | -2.0 | i
COc1ccc(CCN2C(=O)CC(NNC(=O)c3cccc(O)c3)C2=O)cc1 (stereo not given) | 0 | -0.5 | i
CC1CCCCN1C(=O)c1ccc(S(=O)(=O)N2CCCCC2C)cc1 (stereo not given) | -0.63 | -0.8 | i
CN(C)C(=O)N1CCC(C(=O)N2CCCC(C(=O)c3cccc4ccccc34)C2)CC1 (stereo not given) | -0.61 | -1.5 | i
Cc1cc(C)nc(N/N=C/C2=C(O)CC(c3ccc(F)cc3)CC2=O)n1 (stereo not given) | 0.09 | -0.8 | i
CC1(c2ccc(Cl)cc2)NC(=O)N(CC(=O)N2CCCC2)C1=O (stereo not given) | 2 | 0.1 | i
CC1CCCC(C)N1C(=O)c1cc(-c2ccco2)on1 (stereo not given) | -0.98 | -0.6 | i
CCOC(=O)CC(=O)CSc1ccc2nnc(-c3cccc(F)c3)n2n1 | -1.2 | 5.1 | i
CC(C)n1c(SCC(=O)Nc2ccccc2)nc2c1c(=O)[nH]c(=O)n2C | -1.6 | -2.5 | i
CCOC(=O)c1cccc(NC(=O)Cn2c(CC(=O)N3CCCC3)nc3ccccc32)c1 | 0 | . | i
CC(C)CNC(=O)c1cc2nc(C3CC3)cc(C(F)(F)F)n2n1 | -2.6 | -2.3 | i
O=C(Nc1ccc(Cl)cc1)NC1CCCCNC1=O (stereo not given) | -0.05 | -3.5 | i
CCCCNC(=O)Cn1c2c(c(-c3ccccc3Cl)cc1=O)CCC2 | -0.66 | -0.2 | i
CCOC(=O)c1c(-c2ccccc2)oc2ccc(OCC(O)CNCCN(C)C)cc12 (stereo not given) | -5.2* | 2.8 | -6.7*
Cc1ccc(-c2cc(N)n(-c3ccc(C)cc3)n2)cc1 | -1.9 | 0.1 | i
CCN(CC)CCNC(=O)Cn1nc(-c2ccc(C)cc2)ccc1=O | 0.76 | -0.2 | i
CC(C)C(C)NC(=O)CSc1nnc(-c2c[nH]c3ccccc23)o1 (stereo not given) | -1.4 | 0.7 | i
O=C(NC1CCCCC1)C(=O)N(Cc1cccnc1)C(C(=O)NCc1ccco1)c1ccccc1 (stereo not given) | 0.15 | -0.2 | i
C=CCc1cc(Cl)ccc1OCCN(C)C | -0.08 | -1.2 | i
COC(=O)c1sccc1NC(=S)Nc1ccc(F)cc1 | 0 | 0.1 | i
O=C(Nc1nccs1)C1CC(=O)N(c2ccccc2Cl)C1 (stereo not given) | -0.54 | -1.7 | i
CCNC(=S)N(CCc1c(C)[nH]c2ccc(C)cc12)Cc1cccs1 | -2.1 | 0.8 | i
O=C(COC(=O)c1cccc(S(=O)(=O)NCc2ccccc2)c1)c1ccccc1 | 0.04 | . | i
COc1ccc(CCN2CNc3c(c(=O)n(C)c(=O)n3C)C2)cc1 | -0.56 | 0.1 | i
CN(C)C(CNC(=O)c1ccc2ccccc2c1)c1ccco1 (stereo not given) | -0.31 | 0.8 | i
c1cc(CNC2C3CC4CC(C3)CC2C4)ccn1 (stereo not given) | 0.09 | -1.5 | i
CC(c1nnc(SCC(=O)Nc2cccnc2Cl)n1Cc1ccccc1)N(C)C (stereo not given) | -0.15 | -1.4 | i
O=C(NCc1ccco1)c1cc([N+](=O)[O-])cc([N+](=O)[O-])c1 | -2.1 | -0.9 | i
CCN1C(=O)C2(C(C(=O)c3cc4ccccc4o3)=C(O)C(=O)N2CCCN(C)C)c2ccccc21 (stereo not given) | -1.5 | -1.3 | i
Cc1ccc(C)n1C(CC(=O)O)c1ccc(C#N)cc1 (stereo not given) | 1.2 | -2.3 | i
CCOc1cc(/C=N/NC(=O)COc2ccccc2C)ccc1OC(=O)c1cccs1 | -0.88 | -2.6 | i
CCOCCCNC(=O)c1cc(-c2cccnc2)nc2ccc(S(=O)(=O)N3CCC(C)CC3)cc12 | 1.2 | -0.6 | i
Cc1c(S(=O)(=O)NCc2ccccc2)c(=O)n(C)c(=O)n1C | -1.1 | 1.6 | i
O=c1oc2ccccc2c(N2CCCC2)c1[N+](=O)[O-] | 0.3 | -0.7 | i
Cn1c(CNc2ccc(Br)cc2)nc2ccccc21 | -1.4 | 1.3 | i
CCC(CC)NC(=O)c1cc(OC)c(OC)c(OC)c1 | 0.01 | 0.2 | i
Cc1cc(Br)ccc1NC(=O)c1ccco1 | -1.5 | -0.5 | i
COc1ccc(-c2ccc(NS(=O)(=O)c3ccc([N+](=O)[O-])cc3)cc2)nn1 | 0.27 | 0.0 | i
COc1cc(/C=N/NC(=O)CNC(=O)c2ccncc2)ccc1OC(C)=O | 0.01 | -0.6 | i
Cc1cc(NC(=O)c2ccccc2)n(C)n1 | -0.53 | -0.9 | i
Cc1onc(-c2ccccc2)c1C(=O)NC(=S)Nc1sc2c(c1C#N)CCCC2 | 0.97 | 0.0 | i
Cn1c(=O)c2c(ncn2CC(=O)NC2CCCCC2)n(C)c1=O | 0.82 | -0.7 | i
COc1cccc2c(=O)n(CC(=O)N3CCCc4ccccc43)ccc12 | -0.75 | -0.9 | i
CC(=O)N1CCN(CCN(CC2C(C)C=C(C)CC2C)C(C)=O)CC1 (stereo not given) | 0.1 | -1.0 | i
NS(=O)(=O)c1ccc(CCNC(=O)c2cccc3ccccc23)cc1 | -1.1 | -1.1 | i
C/C(=N\NC(=O)c1ccc(Cl)c(S(=O)(=O)Nc2ccccc2Cl)c1)c1ccncc1 | 0.66 | 0.6 | i
COc1ccc(-c2nn(-c3ccccc3)cc2C2CC(c3cccs3)=NN2C(=O)CCCC(=O)O)cc1 (stereo not given) | 1.4 | -2.7 | i
COc1ccc(C(C(=O)NCC2CCCO2)N(Cc2cccs2)C(=O)c2snc(C(N)=O)c2N)cc1OC (stereo not given) | -0.05 | 1.0 | i
O=[N+]([O-])c1cnc(N2CCCCC2)c([N+](=O)[O-])c1 | -0.26 | -0.6 | i
CCOC(=O)c1cnc(SC)nc1Nc1cccc(F)c1 | 1.6 | -1.9 | i

(list continues)
SMILES | Kir21 block | STK33 inh | KCNQ2 block
O=C(c1ccco1)c1nnn(Cc2ccccc2)c1-c1ccccc1 | -1.7 | -1.2 | i
CC1CN(C(=O)N(C)C)CCN1C(=O)N(C)C (stereo not given) | 1.7 | -1.1 | i
O=C(Nc1cc(=O)c2ccccc2o1)N1CCCCC1 | 3.6 | 0.4 | i
S=C(Cc1cccnc1)N1CCOCC1 | -2.5 | -0.3 | i
COc1cccc(C2C(C(=O)Nc3ccccc3)=C(C)N=c3s/c(=C/c4ccc(OCC(=O)O)cc4)c(=O)n32)c1 (stereo not given) | -0.89 | -1.5 | i
O=C(Nc1cccc2ccccc12)N1CCN(Cc2ccc3c(c2)OCO3)CC1 | -0.54 | 0.0 | i
CCOc1ccccc1NC(=O)CSc1nnc(-c2ccco2)o1 | 1.4 | -1.5 | i
O=C(NCc1ccccn1)C(=O)NCC1OCCCN1S(=O)(=O)c1cc(F)ccc1F (stereo not given) | -0.41 | -0.7 | i
CCN(CC)CCn1c(=S)[nH]c2cc(C(=O)N3CC(C)CC(C)C3)ccc2c1=O (stereo not given) | 0.83 | 2.7 | i
COc1cc(C(=O)OCC(=O)Nc2cc(C)on2)ccc1OCc1ccccc1Cl | -1 | 0.8 | i
CCN1C(=O)[C@H]2[C@@H](c3ccc(-c4ccc(OC)cc4)cc3)N3CCCC[C@@]3(C(=O)OC)[C@H]2C1=O | 1 | -1.6 | i
Cc1ccc(C(=O)c2cc3c(cc2[N+](=O)[O-])OCCO3)cc1 | 0.41 | 0.0 | i
O=C(CSc1cccc(C(F)(F)F)c1)Nc1ccc(Cl)cc1Cl | 4.1e-16 | 0.1 | i
O=C(C1=C[C@H](c2ccc(Br)cc2)C[C@H](OCCCCO)O1)N1CCOCC1 | -0.47 | 0.0 | i
O=C(O)CCCCCNC(=O)CCn1cnc2ccccc2c1=O | 1.9 | -2.1 | i
CC(=O)Nc1nnc(-c2ccc(Cl)s2)o1 | -0.84 | -0.4 | i
O=C1CCc2cc(S(=O)(=O)N3CCCC3C(=O)N3CCN(c4ccccc4)CC3)ccc2N1 (stereo not given) | -0.02 | 0.0 | i
O=c1cc(-c2ccccc2O)nc(-c2ccccc2)[nH]1 | 2.1 | -1.4 | i
CCCOc1cccc(C(=O)Nc2ccccc2C(=O)N2CCN(C)CC2)c1 | 0.22 | -1.1 | i
Cc1ccc(NC(=S)NC(C)CCc2ccccc2)cc1C (stereo not given) | -2 | -1.9 | i
Clc1cccc(-c2cc3nc4c(c(N5CCOCC5)n3n2)CCCC4)c1 | -0.1 | 1.1 | i
COc1ccccc1OCc1ccc(C(=O)c2ccccc2)cc1 | -0.06 | . | i
COc1cc(OC)cc(C(=O)Nc2cccc(N3CCCC3)c2)c1 | -1.4 | -0.8 | i
COc1ccc(C(=O)NCC(=O)OCC(=O)c2ccc3c(c2)NC(=O)CO3)cc1OC | 0.6 | 0.3 | i
O=C(NCc1cccnc1)c1sc2ccccc2c1Cl | 1.3 | 1.9 | i
C=CCSc1nc(C)c(CC(=C)C)c(=O)[nH]1 | 0.08 | -1.0 | i
CCOC(=O)C1=NN(C(=O)COc2ccccc2)C(O)(c2ccc(Cl)cc2)C1 (stereo not given) | -0.12 | -0.9 | i
CCc1c(C)sc2nc(SCC(=O)Nc3cc(C)on3)n(CCOC)c(=O)c12 | 2.2 | -1.8 | i
CCCn1c(C)cc(C)c(C#N)c1=O | -0.26 | 0.1 | i
O=[N+]([O-])c1cccc(Nc2c([N+](=O)[O-])ccc3nonc23)c1 | -0.11 | -1.2 | i
C/C(CC(=O)Nc1cccnc1)=N\NC(=O)C(=O)Nc1cccc(C)c1 | 0.1 | 0.4 | i
Cc1sc(NC(=O)C2CCCCC2C(=O)O)c(C(N)=O)c1-c1ccc(C(C)(C)C)cc1 (stereo not given) | -0.11 | 0.5 | i
Cn1c(SCc2ccc(F)cc2)nnc1-c1ccccn1 | 0.43 | -0.5 | i
NC(=O)c1ccc(S(=O)(=O)N2CCSCC2)cc1 | -0.02 | -0.9 | i
Cc1nc(C)c(-c2ccc(SCC(=O)Nc3ccccc3)nn2)s1 | -1.3 | -1.6 | i
Cc1ccc(NC(=O)CCCn2c(=O)oc3ccccc32)c(O)c1 | -2.7 | -1.5 | i
O=S(=O)(c1ccc(Cl)cc1)N1CCC(N2CCCCCC2)CC1 | -0.08 | -0.2 | i
COC(C(=O)Nc1ccnn1C1CCN(C(=O)c2ccc(C)cc2)CC1)c1ccccc1 (stereo not given) | -0.15 | -0.7 | i
